High-throughput results from PubChem BioAssay.
Cdc42 wt – changes GTP binding to wildtype human Cdc42 | P60953 | GST-Cdc42 beads, Bodipy-GTP binding, flow cytometry; actives lie on both sides | percent activity (GTP binding), % at 10 µM | 190,000 compounds, 0.2% hits;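 active = percent activity GTP binding at least 20 points away from the 100% baseline, either down as inhibitor or up as activator; inconclusive = compound flagged as likely green fluorescent from well-wide comparison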;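 note: median bead fluorescence of bound Bodipy-FL-GTP at 100 nM; 0% = excess unlabeled GTP control and 100% = no compound control; below 100% means less GTP binding so inhibitor and above means activator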
Target sequence (P60953 whole entry, looked up): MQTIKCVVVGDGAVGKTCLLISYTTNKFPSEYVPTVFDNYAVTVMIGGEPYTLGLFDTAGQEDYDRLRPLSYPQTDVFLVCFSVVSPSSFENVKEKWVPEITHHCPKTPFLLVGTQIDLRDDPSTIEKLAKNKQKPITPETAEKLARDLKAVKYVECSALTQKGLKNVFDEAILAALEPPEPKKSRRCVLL
Rac1 mut GTP – human Rac1 activated mutant GTP binding change; 190,000 compounds, 0.11% hits; percent activity (GTP binding), % at 10 µM; GST-Rac1 activated beads, fluorescent GTP binding, flow cytometry; actives lie on both sides; 100% means binding = to untreated wells; P63000; AID 764;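 active = GTP binding at least 20 percentage points away from the 100% baseline, in either direction, so actives lie on both sides; inconclusive = Compound likely fluorescent itself, or too few beads counted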
ABCB1 block – human ABCB1 inhibition, ABCG2 as counter-screen; P08183; CCRF-Adr cells, JC-1 efflux, flow cytometry; inhibition, % at 6.6 µM; 190,000 compounds, 0.067% hits; in the data active = inhibition above about 40%;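 note: 0% = vehicle and 100% = reference inhibitor; higher value means more JC-1 retained so stronger ABCB1 efflux block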
Mcl1-Noxa inh – disrupts binding of human Mcl-1 to Noxa peptide | TR-FRET Mcl-1/Noxa peptide binding, 2 h | inhibition, % at 21.7 µM | 220,000 compounds, 1.5% hits;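 active = compounds that cut the protein-peptide binding signal by more than 50% relative to plate controls in a single-dose test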;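 note: His-tagged Mcl-1 with rhodamine Noxa BH3 peptide and terbium anti-His antibody; 0% = Mcl-1 plus Noxa peptide wells and 100% = peptide-only wells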
Target sequence (Q07820 whole entry, looked up): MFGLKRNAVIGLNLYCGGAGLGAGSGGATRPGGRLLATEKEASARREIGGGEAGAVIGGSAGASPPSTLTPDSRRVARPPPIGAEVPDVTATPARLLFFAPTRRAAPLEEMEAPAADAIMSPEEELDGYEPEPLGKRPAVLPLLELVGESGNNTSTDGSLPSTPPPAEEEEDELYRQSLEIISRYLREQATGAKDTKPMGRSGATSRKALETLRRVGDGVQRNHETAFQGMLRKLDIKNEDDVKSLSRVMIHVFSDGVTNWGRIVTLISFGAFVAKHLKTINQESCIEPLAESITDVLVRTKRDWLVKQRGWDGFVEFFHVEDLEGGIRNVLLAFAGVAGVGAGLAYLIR
Avidin fluor – compound fluoresces at 488/530 nm on avidin beads | compound fluorescence 488/530 nm, flow cytometry; stronger effect = higher value | fluorescence (KMESF) at 10 µM | 220,000 compounds, 0.38% hits | AID 1775; in the data active = fluorescence above about 47; note: inactives centre near 10
ABCG2 inh – inhibitors of human ABCG2 transporter, ABCB1 counter-screen; Q9UNQ0; IgMXP3 cells, JC-1 efflux, flow cytometry; inhibition, % at 6.6 µM; 190,000 compounds, 0.1% hits;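 active = inhibition above 80%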;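 note: 0% = DMSO and 100% = nicardipine control wells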
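Test system: IgMXP3 (ABCG2) plus far-red-tagged CCRF-Adr (ABCB1) cells / Amount: 3 million cells/mL in well / Reagent: JC-1 transporter substrate / Timing: 10 min compound exposure, 25 °C / Signal: flow cytometry, 530 nm JC-1 signal / Read-out: percent efflux inhibition, scaled nicardipine 100% to DMSO 0% / Benchmarks: nicardipine as high control, DMSO as low control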
HRas wt GTP – human HRas wildtype GTP binding, change in either direction; GST-Ras wt beads, Bodipy-FL-GTP binding, flow cytometry; actives lie on both sides; GTP binding activity, % at 10 µM; 190,000 compounds, 0.14% hits;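 active = GTP binding activity at least 20% away from the 100% baseline, either lowered as inhibitor or raised as activator; inconclusive = flagged as likely green fluorescent, judged across all proteins in the well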;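 note: 0% = unlabeled GTP competition control and 100% = no-compound control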
Target sequence (P01112 whole entry, looked up): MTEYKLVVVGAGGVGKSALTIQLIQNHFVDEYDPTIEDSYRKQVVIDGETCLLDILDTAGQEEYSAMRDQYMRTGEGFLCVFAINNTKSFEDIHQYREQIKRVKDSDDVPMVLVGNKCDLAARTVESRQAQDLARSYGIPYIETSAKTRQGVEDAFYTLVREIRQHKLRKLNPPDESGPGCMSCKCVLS
Rac1 wt modul – human Rac1 wildtype GTP binding, inhibitors and activators. GTP binding activity (% of control), % at 10 µM. GST-Rac1 beads, fluorescent GTP binding, flow cytometry; actives lie on both sides; 0 = cold GTP competed, 100 = untreated. 190,000 compounds, 0.27% hits;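 active = GTP binding activity at least 20 points away from the 100% control level, either lower or higher; inconclusive = compound flagged as likely green fluorescent, judged across all proteins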
Pf gametocyte – inhibitors of late stage P. falciparum gametocyte viability; P. falciparum stage V gametocytes, ATP luminescence, 24 h; inhibition, % at 10.9 µM; 150,000 compounds, 0.065% hits; AID 743093;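 active = inhibition above the mean plus 3 SD of compounds within the control limits, set per campaign, cut at about 38% in these data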;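 note: 0% = DMSO wells and 100% = medium only without gametocytes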
Rab2A wt mod – changes GTP binding to wildtype dog Rab2A, up or down. GST-Rab2 wt beads, Bodipy-GTP binding, flow cytometry. GTP binding activity, % at 10 µM. 190,000 compounds, 0.19% hits. AID 760;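 active = GTP binding activity at least 20 points away from 100%, either lowered or raised; inconclusive = signal likely due to the compound's own green fluorescence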;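 note: 0% = beads with excess unlabeled GTP and 100% = no-compound control corrected for plate trend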
Rab7 wt modul – alters GTP binding to wildtype dog Rab7; GST-Rab7 beads, fluorescent GTP binding, flow cytometry; actives lie on both sides; untreated = 100%, excess cold GTP = 0%; GTP binding activity (percent of control), % at 10 µM; 190,000 compounds, 0.055% hits;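 active = fluorescent GTP binding to Rab7 beads changed by at least 20 points from the 100% baseline, either direction, mostly lower; inconclusive = compound itself probably fluorescent, or too few beads counted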;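 note: median green fluorescence of bound Bodipy-FL-GTP per Rab7 bead population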
Starred values were filed as active, the others as inactive; ? = inconclusive; nt = no result given.

nr | molecule | Cdc42 wt | Rac1 mut GTP | ABCB1 block | Mcl1-Noxa inh | Avidin fluor | ABCG2 inh | HRas wt GTP | Rac1 wt modul | Pf gametocyte | Rab2A wt mod | Rab7 wt modul
1 | O=C(Cn1cnc2c(cnn2-c2ccccc2)c1=O)OCc1ccccc1 | 102 | 102 | 0.4 | 17 | 9 | 2 | 105 | 109 | -15 | 104 | 104
2 | COC(=O)c1ccc(C(=O)OC)c(NC(=O)COC(=O)C2CCC(C(C)(C)C)CC2)c1 (stereo unspecified) | 101 | 101 | 0.4 | -6 | 7 | 2 | 100 | 102 | 12 | 100 | 104
3 | CCn1c(CNc2ccccc2Cl)nnc1SCC(=O)OC1CCCCC1 | 98 | 98 | 1.8 | 10 | 10 | 24 | 100 | 98 | nt | 100 | 101
4 | COC(=O)c1c(NC(=O)C2c3ccccc3Oc3ccccc32)sc(C)c1C | 101 | 97 | 0.2 | -5 | 11 | 4 | 101 | 102 | -1 | 98 | 101
5 | Cc1ccccc1NC(=O)CN1C(=O)C2C3CC(C(Br)C3Br)C2C1=O (stereo unspecified) | 102 | 100 | -0.5 | -5 | 9 | -3 | 102 | 106 | -16 | 99 | 98
6 | CCC(CC)C(=O)Nc1cc(Cl)ccc1C | 99 | 92 | 0.2 | 19 | 8 | 3 | 97 | 95 | nt | 95 | 108
7 | CC(C)(C)C(=O)CSc1nc(N)cc(=O)[nH]1 | 98 | 96 | 0.6 | 6 | 7 | 4 | 98 | 98 | 11 | 100 | 107
8 | Nc1nccc(-c2ccc(-n3cccc3)cc2)n1 | 95 | 93 | 1.0 | 5 | 6 | 6 | 94 | 94 | nt | 95 | 96
9 | CCCN(CCC)C(=O)c1ccc2c(=O)n(Cc3ccco3)c(=S)[nH]c2c1 | 98 | 94 | -0.3 | 13 | 26 | 0 | 95 | 97 | 11 | 95 | 94
10 | CCOc1ccc(OCC)c(NC(=O)C2COc3ccccc3O2)c1 (stereo unspecified) | 100 | 98 | -2.7 | -24 | 13 | 0 | 101 | 101 | nt | 102 | 101
11 | CCOc1ccccc1NC(=O)c1ccoc1C | 103 | 102 | 0.0 | -9 | 9 | 0 | 101 | 107 | nt | 103 | 102
12 | CSc1ccccc1NC(=O)CN(C)Cc1cccc(Cl)c1 | 92 | 91 | 0.8 | 11 | 22 | 3 | 96 | 91 | -2 | 96 | 104
13 | Cc1ccc(OCC(O)CN2CCN(c3ccccn3)CC2)c(C)c1 (stereo unspecified) | 101 | 97 | 0.3 | 51* | 9 | 2 | 99 | 100 | 12 | 97 | 98
14 | COc1cccc2cc(C(C)N(CCCN3CCOCC3)C(=O)Nc3ccccc3)oc12 (stereo unspecified) | 99 | 98 | 6.9 | -1 | 35 | 26 | 99 | 103 | nt | 99 | 100
15 | Cc1nc2ccccc2c2oc(C(=O)N3CCN(C4CCCCC4)CC3)cc12 | 100 | 97 | 3.2 | 13 | 7 | 4 | 99 | 101 | nt | 98 | 99
16 | CN(C)/C=C1\C=C(c2ccccc2)OC1=O | 104 | 100 | 0.3 | 15 | 12 | 2 | 103 | 104 | -21 | 105 | 96
17 | COc1ccc2c(c1)CCCC21NC(=O)N(CC(=O)NC(=O)NCc2ccccc2)C1=O (stereo unspecified) | 93 | 95 | -0.1 | 12 | 4 | 0 | 98 | 101 | 16 | 97 | 100
18 | CSCCC(NC(=O)OC(C)(C)C)C(=O)NC(C(=O)NC(CC(C)C)C(N)=O)C(C)C (stereo unspecified) | 97 | 99 | -3.6 | -5 | 8 | -5 | 99 | 103 | -29 | 98 | 97
19 | CNc1nc(SC)nc2ccsc12 | 102 | 95 | 0.3 | -10 | 14 | 2 | 97 | 94 | nt | 97 | 96
20 | Cc1nn(-c2ccccc2)c(C)c1/C=C/C(=O)OCC(=O)Nc1ncc(C(F)(F)F)cc1Cl | 102 | 101 | 1.0 | -5 | 25 | 65 | 101 | 105 | 14 | 99 | 99
21 | CCc1noc(C)c1C(=O)N1CCCC(C(=O)c2cc(F)ccc2OC)C1 (stereo unspecified) | 97 | 94 | 0.2 | 19 | 3 | 3 | 99 | 98 | -9 | 99 | 104
22 | Cc1cc(N2C(=O)C(=O)/C(=C(/O)c3ccc(Cl)cc3)C2c2cccc(Br)c2)no1 (stereo unspecified) | 93 | 92 | 0.2 | -3 | 16 | 0 | 94 | 89 | nt | 94 | 94
23 | O=[N+]([O-])c1ccccc1/C=N/n1c(-c2cccnc2)n[nH]c1=S | 97 | 93 | 0.3 | 46 | 9 | 2 | 93 | 94 | 28 | 94 | 89
24 | COCCNC(=O)CNC(=S)N(Cc1ccccc1)Cc1cccnc1 | 102 | 100 | 0.2 | 5 | 7 | 1 | 102 | 102 | nt | 101 | 104
25 | COc1ccc(/C(C)=N\Nc2nc(-c3ccccc3)cc(=O)[nH]2)cc1 | 101 | 102 | 0.8 | 5 | 3 | 7 | 103 | 104 | 19 | 101 | 106
26 | COc1ccccc1CN1CC(C(=O)NCc2cccnc2)CC1=O (stereo unspecified) | 99 | 96 | 0.1 | 16 | 5 | 0 | 100 | 102 | nt | 99 | 100
27 | Cc1ccsc1/C=N\NC(=O)c1cc(C(C)(C)C)[nH]n1 | 92 | 95 | -1.5 | -4 | 9 | 1 | 101 | 103 | -7 | 99 | 110
28 | O=C(c1ccccc1)c1cc2ccccc2o1 | 96 | 96 | 0.0 | -11 | 4 | 2 | 98 | 96 | nt | 95 | 95
29 | CCNC(=S)NNC(=O)c1cc(-c2cccc(C)c2)nc2ccccc12 | 95 | 95 | 0.1 | -57 | 9 | 4 | 95 | 98 | nt | 95 | 96
30 | CC(C)(C)S(=O)(=O)c1ccccc1C(=O)O | 108 | 103 | 0.0 | -2 | 12 | 0 | 103 | 107 | -10 | 104 | 101
31 | COc1ccccc1NC(=O)C(C)N1CCN(C/C=C/c2ccccc2)CC1 (stereo unspecified) | 105 | 98 | 1.7 | -7 | 15 | 3 | 105 | 104 | nt | 105 | 106
32 | Cc1ccc(S(=O)(=O)N[C@H](C(=O)N2CCC(C(=O)N3CCC[C@H]3C(=O)O)CC2)C(C)C)cc1 | 97 | 97 | 0.7 | 29 | 6 | 3 | 98 | 100 | nt | 98 | 96
33 | COCCn1c(-c2ccc(Cl)cc2Cl)nc2c(c(=O)c3ccccc3n2C)c1=O | 98 | 98 | 3.3 | -4 | 3 | 6 | 99 | 99 | 8 | 99 | 96
34 | CCOC(=O)C1C(=O)NC(SC)=C(C#N)C1c1ccccc1F (stereo unspecified) | 99 | 99 | -0.2 | -5 | 11 | 0 | 100 | 101 | 23 | 99 | 96
35 | CCOc1ccc2nc(NC(=O)CSC3=NCCS3)sc2c1 | 101 | 96 | 0.0 | 25 | 37 | -1 | 100 | 97 | nt | 97 | 97
36 | Cc1ccc(S(=O)(=O)N2CCOCC2)cc1C(=O)OCC(=O)Nc1ccc2c(c1)OCO2 | 95 | 93 | 0.1 | 10 | 19 | 0 | 95 | 94 | -3 | 93 | 94
37 | CSc1ccccc1NC(=O)CSc1n[nH]c(N)n1 | 93 | 93 | 0.5 | -8 | 23 | 1 | 97 | 96 | -7 | 94 | 100
38 | O=C(NCc1ccc(F)cc1)C1CCC(=O)N1CCc1ccccc1 (stereo unspecified) | 99 | 97 | 0.1 | 13 | 7 | 0 | 97 | 98 | nt | 99 | 98
39 | Cc1cccc(OCCCCCn2ccnc2)c1 | 102 | 94 | 0.7 | 16 | 30 | 2 | 99 | 97 | -7 | 97 | 99
40 | Cc1nc(NCC2CCCO2)c2oc3ccccc3c2n1 (stereo unspecified) | 103 | 100 | 0.6 | 20 | 9 | 5 | 102 | 108 | 17 | 100 | 100
41 | Cc1cc(C)n(CC2CC(=O)N(c3ccc(C)c(Cl)c3)C2=O)n1 (stereo unspecified) | 104 | 100 | 0.4 | -3 | 13 | 4 | 99 | 103 | nt | 99 | 97
42 | CCN=c1scc(C)n1/N=C/c1ccc(O)c(O)c1O | 94 | 89 | -0.8 | 60* | 4 | -3 | 95 | 92 | 24 | 92 | 93
43 | CCC(c1nnnn1Cc1ccco1)N1CCC(C(N)=O)CC1 (stereo unspecified) | 101 | 100 | 0.6 | 9 | 11 | 3 | 102 | 101 | nt | 102 | 96
44 | COc1cccc(C2c3[nH]c4ccccc4c3CCN2Cc2cccc(C)n2)c1 (stereo unspecified) | 96 | 99 | 0.6 | 10 | 5 | 0 | 95 | 99 | -2 | 96 | 96
45 | CSC1=N/C(=C\c2ccc(C)cc2)C(=O)S1 | 107 | 99 | 0.1 | 8 | 20 | 0 | 105 | 103 | -9 | 104 | 98
46 | CCN(CC(=O)Nc1ccc(N2CCOCC2)cc1)C(=O)c1ccc(C(F)(F)F)cc1 | 94 | 93 | 0.3 | 17 | 9 | 18 | 96 | 95 | 2 | 99 | 102
47 | Nc1nc(SCn2nnc3ccccc3c2=O)n[nH]1 | 96 | 97 | 1.1 | 10 | 20 | 1 | 98 | 98 | -29 | 96 | 98
48 | O=C(Cc1ccc(-n2cccc2)cc1)NC1CCCCC1 | 99 | 99 | 0.8 | -12 | 14 | 16 | 102 | 101 | 5 | 101 | 103
49 | Cc1cccc(NC(=O)CN2C(=S)NC(C)(C)CC2C)c1C (stereo unspecified) | 99 | 103 | 0.2 | 18 | 10 | 1 | 100 | 103 | nt | 103 | 98
50 | COc1ccccc1OCC(=O)NCc1nc(-c2ccccc2)no1 | 95 | 95 | 0.1 | 2 | 11 | 9 | 96 | 99 | -22 | 94 | 97
51 | O=c1nc2n(c3c1oc1ccccc13)Cc1ccccc1-2 | ? | ? | 0.4 | 6 | 16 | 2 | ? | ? | nt | ? | ?
52 | COC(=O)C(CC(=O)Nc1cc(C)ccc1C)Nc1ccccc1OC (stereo unspecified) | 105 | 99 | 2.2 | 31 | 19 | 1 | 99 | 104 | nt | 102 | 99
53 | COc1ccc(Cn2nnnc2C(c2ccccc2OC)N2CCC(C(N)=O)CC2)cc1 (stereo unspecified) | 103 | 100 | 0.3 | -13 | 17 | 1 | 102 | 103 | -23 | 101 | 98
54 | Cn1c(C2=C(O)CN(c3ccc4c(c3)OCCO4)C2=N)nc2ccccc21 | 107 | 104 | -0.2 | 3 | 30 | 0 | 105 | 109 | 5 | 105 | 102
55 | O=C(N/N=C/c1ccncc1)c1cc([N+](=O)[O-])cc([N+](=O)[O-])c1O | 98 | 97 | -0.6 | 84* | 12 | -2 | 98 | 101 | nt | 97 | 99
